GBA activity up: glucocerebrosidase activity enhancement | hit rate 0.44% among 30,000 | L444P Gaucher fibroblasts, 4-MU-glucoside fluorescence, 3 days | activation, % at 10 µM | AID 784; in the data active = activation above about 65%;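 note: 0% = vehicle wells and 100% = positive control wells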
Target sequence (P04062 whole entry L483P): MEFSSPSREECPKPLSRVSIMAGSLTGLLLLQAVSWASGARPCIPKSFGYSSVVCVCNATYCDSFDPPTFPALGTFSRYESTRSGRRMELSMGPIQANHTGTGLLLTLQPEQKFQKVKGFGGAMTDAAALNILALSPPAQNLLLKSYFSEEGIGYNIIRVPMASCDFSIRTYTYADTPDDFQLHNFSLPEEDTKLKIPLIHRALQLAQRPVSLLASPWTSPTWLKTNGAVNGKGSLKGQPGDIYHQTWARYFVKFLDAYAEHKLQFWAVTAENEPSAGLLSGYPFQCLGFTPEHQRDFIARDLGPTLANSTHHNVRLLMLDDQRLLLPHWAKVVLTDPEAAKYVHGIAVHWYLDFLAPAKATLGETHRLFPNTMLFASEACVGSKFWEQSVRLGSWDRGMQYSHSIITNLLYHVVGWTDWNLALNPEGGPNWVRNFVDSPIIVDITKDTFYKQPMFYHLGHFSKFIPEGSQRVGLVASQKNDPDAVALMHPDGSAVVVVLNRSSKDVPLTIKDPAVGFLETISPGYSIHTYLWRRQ
* marks the source's active call; other numbers are inactive results.

SMILES | GBA activity up
CNC(=O)c1nnn(-c2ccccc2)c1C(=O)NC | -41
Cc1cc(C)cc(OCC(=O)NC2=NCCS2)c1 | 3
COc1ccccc1OCc1ccc(C(=O)OCC2CCCO2)o1 (stereo not given) | -8
CC(C)(C)NC(=O)C(c1ccc(OCC(N)=O)cc1)N(C(=O)c1cccnc1)C1CC1 (stereo not given) | 36
CN=Cc1sc2ccccc2c1O | -22
Cn1c(SCC(=O)Nc2cccc(F)c2)nnc1-c1cc2ccccc2o1 | -21
C(=C\c1ccccc1)/CSc1nnc(-c2ccccn2)n1Cc1ccco1 | -13
Cn1c(N2CCCC2)nc2c1c(=O)n(Cc1ccc(Cl)cc1)c(=O)n2C | -26
Cn1cccc1C(=O)NC(=O)CSc1cccc[n+]1[O-] | -12
COc1ccc(NC(=O)N2CCN(S(C)(=O)=O)CC2)cc1OC | -13

Of the compounds above, three have a furan ring, fused or not.
SMILES | GBA activity up
COc1ccccc1OCc1ccc(C(=O)OCC2CCCO2)o1 (stereo not given) | -8
Cn1c(SCC(=O)Nc2cccc(F)c2)nnc1-c1cc2ccccc2o1 | -21
C(=C\c1ccccc1)/CSc1nnc(-c2ccccn2)n1Cc1ccco1 | -13

Sorted by number of heavy atoms (low to high): four of the compounds above
SMILES | GBA activity up
CN=Cc1sc2ccccc2c1O | -22
CNC(=O)c1nnn(-c2ccccc2)c1C(=O)NC | -41
Cn1cccc1C(=O)NC(=O)CSc1cccc[n+]1[O-] | -12
C(=C\c1ccccc1)/CSc1nnc(-c2ccccn2)n1Cc1ccco1 | -13

Continuation.
SMILES | GBA activity up
Cn1nc(-c2ccc(OCC(=O)NCC3CCCO3)cc2)c2ccccc2c1=O (stereo not given) | -1
COc1ccc(C(=O)Nn2c(SCC(=O)NCC3CCCO3)nc3ccccc3c2=O)cc1 (stereo not given) | -11
O=C(CSc1nnc(-c2cccs2)n1CC1CCCO1)c1cc2ccccc2o1 (stereo not given) | -16
Cc1cccc(CS(=O)(=O)Cc2ccc(C(=O)NCC3CCCO3)o2)c1 (stereo not given) | -51
Cn1nnnc1SCC(=O)Nc1ccccc1N1CCCCC1 | 7
CN(Cc1cccs1)c1ncnc2sccc12 | -4
CCC(C)(C)n1nnnc1C(c1ccc(OC)c(OC)c1)N1CCN(c2cccc(OC)c2)CC1 (stereo not given) | -19
Cc1ccc(-n2nc(-c3ccco3)cc2C(=O)NCc2cccnc2)cc1 | 12
CC1=NOC2(C1)N(C)c1ccccc1C2(C)C (stereo not given) | -26
Cn1c(CSc2nc3ccccc3s2)nc2ccccc21 | -7
Nc1nc(N2C(=O)C3CC=CCC3C2=O)nn1-c1ccccc1 (stereo not given) | -14
CCCCN(CCCC)S(=O)(=O)c1ccc2oc(C(=O)N3CCOCC3)c(C)c2c1 | 18
O=C(NCC(c1cccs1)N1CCOCC1)c1cc2ccccc2o1 (stereo not given) | -9
COc1cc(NS(=O)(=O)c2ccc(NC(=O)c3ccco3)cc2)nc(OC)n1 | -6
O=C(CN(Cc1cccs1)C(=O)CNC(=O)c1ccco1)NC1CCCCC1 | -11
Cc1ccc(S(=O)(=O)NC(CC(=O)O)c2ccccc2)cc1 (stereo not given) | -17
O=C(CCSc1ccccc1)Nc1ccc(S(=O)(=O)N2CCOCC2)cc1 | -6
O=C(NC1CCCC1)C1c2ccccc2C(=O)N1C1CCCCC1 (stereo not given) | -33
CCOc1ccc(S(=O)(=O)Nc2ccc3c(c2)OCO3)c2cccnc12 | -15
CCCc1[nH]nc2c1C(c1ccc(OC)c(CSC3=NCCS3)c1)C(C#N)=C(N)O2 (stereo not given) | -30
CCOc1ccc(OCC)c(NC(=O)CSc2nc3c(c(=O)n(C)c(=O)n3C)n2C)c1 | 2
Cn1cccc1C(=O)NC(=O)COC(=O)c1ccccc1Sc1ccccc1C#N | 8
O=C1C(SC(F)(F)C(F)F)=C(C(F)(F)F)OC2C3C=CC(C3)C12 (stereo not given) | 30
O=C(COc1ccccc1)Nc1ccc2c(c1)nc1n2CCSC1 | -39
Cc1ccccc1-n1nnnc1SCC(=O)Nc1ccc(S(=O)(=O)N2CCCC2)cc1 | -2
CC1(C)Cc2ccccc2C(/C(=N/O)C(N)=O)=N1 | -4
COc1ccccc1-n1c(SCC(=O)O)nnc1-c1ccc(S(=O)(=O)N2CCCCC2)cc1 | -4
CC1CCN(C(=O)CN(C)S(=O)(=O)c2cccc3nsnc23)CC1 | -13
Clc1ccccc1Cn1nnc2c(Nc3ccccc3)ncnc21 | 8
COc1cc(NC(=O)c2ncn[nH]2)cc(OC)c1OC | -14

Rewritten with each value named: 4 of the compounds above
COc1ccccc1-n1c(SCC(=O)O)nnc1-c1ccc(S(=O)(=O)N2CCCCC2)cc1
  GBA activity up: -4
CC1CCN(C(=O)CN(C)S(=O)(=O)c2cccc3nsnc23)CC1
  GBA activity up: -13
Clc1ccccc1Cn1nnc2c(Nc3ccccc3)ncnc21
  GBA activity up: 8
COc1cc(NC(=O)c2ncn[nH]2)cc(OC)c1OC
  GBA activity up: -14

New compounds follow
SMILES | GBA activity up
Cc1nnc(SCCn2c(N3CC(C)CC(C)C3)nc3c2c(=O)n(C)c(=O)n3C)s1 (stereo not given) | -3
Cc1cc(C)cc(-n2nnc(C(=O)NCc3ccc(Cl)cc3)c2N)c1 | -12
COc1cc(CNC(=O)c2ccc(Cn3nc(C)c(Cl)c3C)o2)cc(OC)c1 | 1
Cc1c(C(=O)N2CCOCC2)oc2ccc(S(=O)(=O)N3CCCC3)cc12 | -46
CN(C)c1nc(N2CCCCC2)nc(N2CCCCC2)n1 | -6
CCC1CCCCN1CCNS(=O)(=O)c1ccc2c(c1)CCN2C(C)=O (stereo not given) | -61
Cc1ccc(C2c3c(oc4ccc(Cl)cc4c3=O)C(=O)N2CCCN2CCOCC2)o1 (stereo not given) | -15
CC(C)N(CCCNC(=O)C1CCN(S(=O)(=O)N2CCOCC2)CC1)Cc1ccccc1 | -9
CC(=O)N1CCc2cc(S(=O)(=O)NCCC(=O)Nc3cccc(C)c3)ccc21 | -16
Cc1cccn2c(=O)c3cc(C(=O)NCCN4CCOCC4)c(=N)n(CCc4ccccc4)c3nc12 | 2
CC(C)COc1cc(=O)[nH]c(SCC(C)C)n1 | -11
O=C(Nc1ccc2nn(-c3ccccc3)nc2c1)c1ccc2c(c1)OCO2 | -44
N#Cc1nc(Cc2ccccc2)oc1N1CCC(C(N)=O)CC1 | -34
CCC1S/C(=C(\C#N)C(=O)NCc2ccco2)N(c2ccc(F)cc2)C1=O (stereo not given) | -56
CCOC(=O)c1cc2sc(C)cc2n1CC(=O)Nc1cccc(C)c1C | 1
COc1ccc(CCNC(=O)CN2CCN(c3cccc(Cl)c3)CC2)cc1OC | -2
CCC1(C)COC2(OC1)C(=O)Nc1ccccc12 (stereo not given) | -7
N#Cc1nn(-c2ccccc2)nc1N1CCCCC1 | 3
Cc1ccc(S(=O)(=O)N2CCCC(C(=O)NCCCN3CCCCC3C)C2)cc1 (stereo not given) | -18
COc1ccc2c(C(=O)CN3CC(C)OC(C)C3)c[nH]c2c1 (stereo not given) | -9
c1ccc2[nH]c(CSc3ncnc4c3oc3ccccc34)nc2c1 | -38
COC(=O)c1c(C)[nH]c(C(=O)CN2CCOCC2)c1C | -5
CS(=O)(=O)N(CC(N)=O)Cc1ccc(Cl)cc1 | -3
CCOc1ccc(C(=O)Nc2c3c(nn2-c2ccc(F)cc2)CS(=O)C3)cc1 (stereo not given) | 10
CCCn1c(NCc2cc(OC)ccc2OC)nc2ccccc21 | -45
CN1CCN(S(=O)(=O)c2ccc(Cc3ccc(S(=O)(=O)N4CCN(C)CC4)cc3)cc2)CC1 | -26
CCOC(=O)N1CCN(C(=O)CSc2nnc(-c3cc(OC)cc(OC)c3)o2)CC1 | -4
Cn1c(=O)cc(OCCCC(=O)N2CCN(c3ccccc3)CC2)c2ccccc21 | -59
CCn1cc(S(=O)(=O)CC(=O)Nc2cccc(C)c2)c2ccccc21 | -15
CCOC(=O)c1cccc(NC(=O)CSc2nnnn2C)c1 | -24
CCCC1CC(C)(C(=O)Cn2[nH]c(=O)ccc2=O)OC1=O (stereo not given) | -7
COc1ccc(OC)c(S(=O)(=O)NCc2cn3cccc(C)c3n2)c1 | -16
COc1cccc(Oc2nnnn2-c2ccccc2)c1 | -17
Cc1ccc(-c2nnc(SCc3ccccc3F)o2)cc1 | -23
CCOC(=O)c1c(NC(=O)CSc2nnc(-c3cccnc3)n2Cc2ccco2)sc(C)c1C | -23
O=C1c2ccccc2C(O)(Cc2ccccc2)N1C1CCCCC1 (stereo not given) | -31
COc1ccc(N(CC(=O)N2CCN(C)CC2)S(C)(=O)=O)cc1OC | 50
CCc1nnc(NC(=O)CSc2nnc(COc3ccccc3)n2-c2ccc(C)cc2)s1 | -9
CC(COc1ccccc1)N(CCCl)Cc1ccccc1 (stereo not given) | -17
Cc1cccn2c(=O)c3cc(C#N)c(=NC(=O)c4cccnc4)n(CC4CCCO4)c3nc12 (stereo not given) | -27
COc1ccc(C2CC(=O)c3cnc(NC(=O)c4ccccc4OC)nc3C2)c(OC)c1 (stereo not given) | -11
O=C(NCCCn1ccnc1)c1cc(-c2ccc3c(c2)OCO3)on1 | 35
Nc1nc(-c2ccc(Cl)cc2Cl)cn1N | 11
COCCNC(=O)CCCCCN1C(=O)CCC1=O | 1
O=C(CSc1nc2ccccc2o1)c1ccc2c(c1)OCCO2 | -5
CC(C)NS(=O)(=O)c1ccc(OCC(=O)NCc2cccnc2)cc1 | -41
CCCn1c(=O)c2ccccc2n2c(SCC(=O)c3cc(C)n(CC4CCCO4)c3C)nnc12 (stereo not given) | 4
CC(=O)Nc1ccc(N/C=C/C(=O)c2ccc(C)o2)cc1 | 0
Cc1onc(-c2ccccc2Cl)c1C(=O)Nc1ccc(-c2cn3cccnc3n2)cc1 | -2
Oc1ccccc1-c1nc(N2CCN(Cc3ccccc3)CC2)c2ccccc2n1 | -30

Next part.
SMILES | GBA activity up
NCCc1nnc(SCc2c(F)cccc2Cl)o1 | 1
CC(NS(=O)(=O)c1ccccc1)C(=O)Nc1nccs1 (stereo not given) | -23
CCOC(=O)N1CCC(NC(=O)CCc2nc(-c3ccc(C)cc3)no2)CC1 | 6
CC(C)CC(NC(=O)C(NC(=O)OC(C)(C)C)C(C)C)C(=O)N1CCCC1C(N)=O (stereo not given) | -4
COc1ccc(-c2csc3nc(C)n(-n4cccc4)c(=O)c23)cc1OC | -12
COc1ccccc1NC(=O)CN(c1ccccc1F)S(C)(=O)=O | -12
O=C(O)Cn1nnn(-c2ccccc2)c1=S | -11
CC(C)C(NC(=O)C1CCCCC1)C(=O)NC1CCN(Cc2ccccc2)CC1 (stereo not given) | -16
Cc1ccccc1NC(=O)Cn1nnc(-c2ccc(N3CCOCC3)cc2)n1 | -33
CCOC(=O)CSc1nnc(Cc2ccccc2)n1Cc1ccco1 | -39
O=C(N/C(=N\O)c1ccccc1)Nc1ccc(Cl)cc1 | -39
CCS(=O)(=O)N1CCCC(C(=O)NCCc2ccc(OC)c(OC)c2)C1 (stereo not given) | 0
C=CCn1c(Oc2cc(C)ccc2C)nc2c1c(=O)n(C)c(=O)n2C | -50
OC(COc1ccccc1Cl)CN1CCN(CC(O)COc2ccccc2Cl)CC1 (stereo not given) | -18
CCc1nnc(NC(=O)c2ccc(-c3cccc(C(F)(F)F)c3)o2)s1 | -24
Cc1nc(C)c(C(=O)C2=C(O)C(=O)N(CCCN(C)C)C2c2ccco2)s1 (stereo not given) | -17
O=c1[nH]c2ccccc2cc1-c1noc(-c2cccnc2)n1 | 13
O=C(CCc1nc2ccccc2c(=O)[nH]1)OCc1nnc(-c2ccccc2)o1 | -16
COc1cc(OC)c(NC(=O)Cn2cccc2)cc1Cl | 54
COc1cc2c(cc1OC)C1(NCC2)C(=O)Nc2ccccc21 (stereo not given) | 4
CSc1ccc(S(=O)(=O)NC2CCCCCC2)cc1 | -30
COC(=O)Cn1c(CCS(=O)(=O)c2ccc(C)cc2)nc2ccccc21 | -72
O=S(=O)(NCC(c1cccnc1)N1CCN(c2ccc(F)cc2)CC1)c1cc(F)ccc1F (stereo not given) | -12
O=C(Oc1ccc(Cl)cc1)N1CCCCC1 | -8
O=C(CSc1nc2cc3c(cc2c(=O)n1CCC1=CCCCC1)OCO3)NCc1ccco1 | -62
COC(=O)c1c(C)[nH]c(C(C)=O)c1C | -17
CC(C)n1c2ccccc2c2nc3ccccc3nc21 | -3
COCCNC(=O)c1cn(C)c(=O)c2cc(OC)c(OC)cc12 | -37
CC1CN(S(=O)(=O)c2cccc(C(=O)OCc3cc(=O)oc4cc(O)ccc34)c2)CC(C)O1 (stereo not given) | 4
CCOC(=O)c1[nH]cnc1C(=O)O | -27
CCn1c(=O)n(CCOC)c(=O)c2c3c(sc21)CCCC3 | 20
Cc1cccc(CC2CC(=O)N(c3ncccn3)C2=O)c1 (stereo not given) | -51
CC(C)C(OC(=O)c1ccco1)C(=O)NCc1cccs1 (stereo not given) | 20
CCOC(=O)C(CC)Sc1nnc2n1C(C)(C)Cc1ccccc1-2 (stereo not given) | -47
CCOC(=O)Cc1csc(NC(=O)c2ccc(S(=O)(=O)N3CCCCC3)cc2)n1 | -21
CCOC(=O)COc1nc(OC)nc(N2CCOCC2)n1 | -5
COc1ccc(C2C=C(C)Nc3nc(SC)nn32)cc1 (stereo not given) | -15
O=C(CC1CCCC1)Nc1nnc(C2CC2)s1 | 51

From PubChem BioAssay

An excerpt; the hit share may differ from the screen's.
